# 14-3-3 Bad inh = disrupts binding of bovine 14-3-3 zeta to phospho-Bad peptide. inhibition, % at 21.7 µM. TR-FRET 14-3-3zeta/Dy647-pBad peptide displacement, 1 h. 220,000 compounds, 0.71% hits;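 active means inhibition above about 70%, limit read from the data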;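 further: 0% = full 14-3-3 plus peptide FRET controls and 100% = background without 14-3-3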
# EBV gp42 block = inhibitors of Epstein-Barr virus glycoprotein 42; inhibition, % (tested at 21.74 µM); Q1HVG2; 220,000 compounds, 0.42% hits; Fluorescence polarization binding assay, mP read-out; AID 1085; in the data active means inhibition above about 50%
# zVAD death inh = blocks zVAD induced death of L929 cells; L929 zVAD necroptosis rescue, ATP luminescence, 24 h; with zVAD 60 µM; viability rescue, % at 10 µM; 220,000 compounds, 0.38% hits; AID 1377;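 active means activation, scaled between plate controls, above about 75%, limit read from the data; inactive means activation under that limit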;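 further: 0% = zVAD with DMSO and 100% = DMSO alone without zVAD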
# TbHK1 inh = T. brucei hexokinase 1 inhibition; recombinant TbHK1, G6PDH-coupled NADH A340; inhibition, % at 10 µM; 220,000 compounds, 0.11% hits; AID 1430;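 active means inhibition of 50% or more in the single-dose primary screen; inactive means inhibition below 50%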
# Runt-SMMHC FRET = inhibitors of human RUNX1 Runt domain binding to CBFb-SMMHC | Q01196+Q13951 | Cerulean-Runt/Venus-CBFb-SMMHC FRET ratio 530/480, 1 h | inhibition, % at 20 µM | 220,000 compounds, 0.74% hits;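 active means mean inhibition across duplicate retests at 20 µM reaching about 50%, limit read from the data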;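 further: 0% = DMSO wells and 100% = wells with excess untagged CBFb-SMMHC; inhibitors lower the FRET ratio by blocking Runt binding to CBFb-SMMHC; some results filed as inactive read as strong as hits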
# Target sequence (Q01196 whole entry, looked up, the tested form may be a part): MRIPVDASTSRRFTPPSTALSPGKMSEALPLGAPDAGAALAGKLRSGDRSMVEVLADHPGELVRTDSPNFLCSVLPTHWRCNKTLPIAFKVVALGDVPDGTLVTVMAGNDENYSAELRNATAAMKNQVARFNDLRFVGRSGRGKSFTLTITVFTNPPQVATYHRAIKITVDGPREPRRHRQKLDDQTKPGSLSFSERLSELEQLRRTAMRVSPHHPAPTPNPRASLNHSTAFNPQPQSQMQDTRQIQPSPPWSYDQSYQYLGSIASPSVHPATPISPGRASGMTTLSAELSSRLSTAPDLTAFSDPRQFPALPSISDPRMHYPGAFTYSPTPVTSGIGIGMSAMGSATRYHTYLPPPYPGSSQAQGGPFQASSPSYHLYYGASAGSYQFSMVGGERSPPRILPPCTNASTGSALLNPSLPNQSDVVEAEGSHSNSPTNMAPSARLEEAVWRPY
# Target sequence (Q13951 whole entry, looked up, the tested form may be a part): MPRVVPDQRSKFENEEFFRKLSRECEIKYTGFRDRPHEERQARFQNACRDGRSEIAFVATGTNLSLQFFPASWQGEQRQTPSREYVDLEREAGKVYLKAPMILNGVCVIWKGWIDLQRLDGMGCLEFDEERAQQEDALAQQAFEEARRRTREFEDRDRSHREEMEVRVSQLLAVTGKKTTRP
# Runt-CBFb FRET = blocks binding of human RUNX1 Runt domain to CBFb; Cerulean-Runt/Venus-CBFb FRET ratio 530/480, 1 h; inhibition, % at 20 µM; 220,000 compounds, 0.46% hits; AID 1496;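 active means inhibition over about 50% at 20 µM in the single-dose screen, limit read from the data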;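 further: 0% = DMSO wells and 100% = excess unlabeled CBFb competitor control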
#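 Doses: 20 µM compound in 1% DMSO | Material: Cerulean-labeled Runt domain protein | Amount: Each fluorescent fusion protein 100 nM | Schedule: Two 1 h room-temperature incubations shielded from light | Measured by: FRET fluorescence | Evaluation: Loss of energy transfer signal | Controls: Unlabeled CBFb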
# Hck-Nef inh = inhibitors of human Hck kinase activated by Nef; AID 463187; Recombinant Hck-YEEI plus Nef, Z-Lyte FRET kinase assay; P08631; inhibition, % at 20 µM; 220,000 compounds, 0.68% hits;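 active means Hck-Nef kinase inhibition above about 50%, limit read from the data; inactive means inhibition below that limit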;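 further: 0% = DMSO with Hck plus Nef and 100% = Hck alone without Nef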
# Mdm2 ligase inh = Mdm2 E3 ligase (human) inhibition; Q00987; cell-based MDM2 ubiquitination luciferase reporter, 2 h; 0 = plate control, 100 = twice control, blank-subtracted; signal enhancement, % at 5 µM; 210,000 compounds, 0.11% hits; AID 1230;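 active means signal enhancement of 30% or more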;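 further: luminescence tracks abundance of the self-degrading MDM2-luciferase fusion protein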
#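 System: stable MDM2–luciferase fusion reporter cells / Input: 2000 cells seeded into each well / Schedule: 4 h settle plus 2 h compound, 37 °C / Compound: single-point 5 µM / Buffer or medium: cells held in DMEM / Benchmarks: control and blank well means / Evaluation: percent signal gain over controls, blank-subtracted / Measured by: luciferase luminescence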
# NCF1 inh = p47phox (human) inhibition | P14598 | p47phox/p22phox peptide binding, fluorescence polarization, 2 h | inhibition, % at 24.7 µM | 220,000 compounds, 0.53% hits;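 active means inhibition above about 30%, limit read from the data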;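 further: 0% = p47phox with labelled peptide and 100% = labelled peptide alone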
# Target sequence (P14598 whole entry, looked up): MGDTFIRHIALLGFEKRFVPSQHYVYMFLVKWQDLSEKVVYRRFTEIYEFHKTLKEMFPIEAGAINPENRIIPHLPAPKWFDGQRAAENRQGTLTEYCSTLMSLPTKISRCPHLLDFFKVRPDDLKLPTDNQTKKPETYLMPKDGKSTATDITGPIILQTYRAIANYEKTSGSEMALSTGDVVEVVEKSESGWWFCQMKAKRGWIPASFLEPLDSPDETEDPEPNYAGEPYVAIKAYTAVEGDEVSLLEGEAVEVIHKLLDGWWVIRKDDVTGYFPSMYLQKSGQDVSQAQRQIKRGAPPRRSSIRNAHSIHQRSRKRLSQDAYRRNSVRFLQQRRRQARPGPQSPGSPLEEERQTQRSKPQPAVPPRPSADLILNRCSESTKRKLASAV
# * marks the source's active call; other numbers are inactive results; / = no result given; [ ] = another dose, or the depositor's remark.
Molecule	14-3-3 Bad inh	EBV gp42 block	zVAD death inh	TbHK1 inh	Runt-SMMHC FRET	Runt-CBFb FRET	Hck-Nef inh	Mdm2 ligase inh	NCF1 inh
O=C(Nc1ccc(CN2CCS(=O)(=O)CC2)cc1)c1ccc(C(F)(F)F)cc1	1	-12	0.7	-6	0	-2	1	-17	-15
CSc1nsc(NC(=O)Cc2ccccc2)n1	23	-4	0.1	2	-1	1	0	-9	-5
CCN1C(=O)CSc2ccc(C(=O)NC3CCCCC3)cc21	3	-15	0.0	-1	6	0	3	0	-6
CCOC(=O)C1(Cc2ccc(Cl)cc2)CCN(C(=O)CCc2cnccn2)CC1	0	-11	-0.4	-12	-5	-3	-1	-19	-7
O=C(CCC(=O)c1ccc(F)cc1)Nc1cccnc1	-7	-14	0.7	-1	-1	-2	12	-7	-1
CC(c1nccs1)N(C)c1nc2nonc2nc1NC1CC1 (configuration not stated)	-3	0	-0.8	-22	-8	-3	21	5	-1
Cc1csc(C(=O)NN)c1N(C)C	-2	0	0.1	1	-2	1	16	-4	16
COc1cccc(/C=N/NC(=O)C(=O)N/N=C/c2cccc(OC)c2O)c1O	38	-14	2.1	-26	1	-3	17	-22	-7
c1coc(CNc2ncnc3ccccc23)c1	29[fluorescence artefact?]	-18	0.2	-6	2	-3	1	-32	6
CC(Sc1nnc(-c2ccco2)o1)C(=O)NCCC1=CCCCC1 (configuration not stated)	4	1	0.7	15	-1	-3	4	-3	-15
Clc1ccc(-n2nnnc2SCc2cn3ccccc3n2)cc1	-10	-28	-0.7	-6	-6	2	3	8	-3
Cc1ccc2[nH]c(=O)c(CN(Cc3ccc4c(c3)OCO4)Cc3nnnn3Cc3ccco3)cc2c1	-8	-9	-0.3	-10	5	9	1	-9	-18
c1ccc(COc2ccc(Oc3nc(N4CCCCC4)nc(N4CCOCC4)n3)nn2)cc1	0	-33	-0.4	-13	-3	-5	1	-23	0
CN(c1ccccc1)S(=O)(=O)c1cccc(NC(=O)Cc2c(F)cccc2Cl)c1	-2[fluorescence artefact?]	13	0.9	8	4	0	3	5	-15
c1ccn2cc(C34CC5CC(CC(C5)C3)C4)nc2c1	-15	5	-0.2	4	0	-1	0	4	-3
COc1ccc(COc2cc(-c3cccc(OC)c3)nc3ccc(NC(=O)c4cccnc4)cc23)cc1	-5	-1	8.7	-21	-3	0	0	/	-20
Cc1ccc(C(=O)NCc2nnc(SCC(=O)Nc3ccccc3)n2C)cc1	-26	4	0.2	40	-2	-1	2	-8	-8
CC(=O)OC1c2c(ccc3ccc(=O)oc23)OC(C)(C)C1OC(=O)CC(C)C (configuration not stated)	8	-10	0.2	-14	-1	-6	2	/	-18
O=C(NCc1ccccc1)C1CC(=O)N(c2ccc(OCC(=O)N3CCCC3)cc2)C1 (configuration not stated)	-3	9	-0.4	5	3	2	5	-5	-7
COc1ccc(C2NC(=O)CS2)cc1 (configuration not stated)	0	-18	0.5	-2	3	0	-2	-1	-17
COc1ccc(NC(=O)Nc2nnc(-c3cccs3)s2)cc1	7	-21	1.4	-28	1	0	27	/	-11
CCCn1c(N)c(C(=O)CSc2nc(C)cs2)c(=O)n(C)c1=O	18[fluorescence artefact?]	-4	0.1	2	-5	-4	1	-26	-3
O=C(CSc1nc(C2CCCCC2)nc2ccccc12)N1CCCC1	-5	-5	40	-9	4	-4	21	4	10
Cn1c(COc2ccccc2)nnc1SCCN1CCOCC1	16	-1	0.2	-1	-3	-2	-1	-25	4
O=C(NCCN1CCOCC1)c1ccc(CS(=O)(=O)c2c(Cl)cccc2Cl)o1	1	-9	0.7	-6	-2	3	1	-10	-10
CCNC(=O)c1c(O)c2ccccc2[nH]c1=O	-5	6	76*	-2	-2	1	-4	-8	-6
CNC(=O)c1c(Br)cnn1-c1ccc(C)cc1	-5	-5	-0.2	-13	3	0	8	-23	-4
Cc1ccc(Cn2c(=N)n(CC(O)c3ccco3)c3ccccc32)cc1 (configuration not stated)	-7	-14	-0.4	7	1	0	1	-13	-33
Cc1cc(S(=O)(=O)N2CCN(c3ccccc3O)CC2)c(C)s1	-2	2	1.1	5	2	3	6	-4	-6
CCOC(=O)c1sc(NC(=O)C2C3C=CC(C3)C2C(=O)O)nc1C (configuration not stated)	-1[fluorescence artefact?]	-17	1.2	14	0	-1	1	-12	-6

# For convenience, part of the list above.
Molecule	14-3-3 Bad inh	EBV gp42 block	zVAD death inh	TbHK1 inh	Runt-SMMHC FRET	Runt-CBFb FRET	Hck-Nef inh	Mdm2 ligase inh	NCF1 inh
Cc1cc(S(=O)(=O)N2CCN(c3ccccc3O)CC2)c(C)s1	-2	2	1.1	5	2	3	6	-4	-6
CCOC(=O)c1sc(NC(=O)C2C3C=CC(C3)C2C(=O)O)nc1C (configuration not stated)	-1[fluorescence artefact?]	-17	1.2	14	0	-1	1	-12	-6

# New compounds follow
Molecule	14-3-3 Bad inh	EBV gp42 block	zVAD death inh	TbHK1 inh	Runt-SMMHC FRET	Runt-CBFb FRET	Hck-Nef inh	Mdm2 ligase inh	NCF1 inh
COC(=O)c1sc2cc(C(F)(F)F)cnc2c1-c1ccccc1	-17	0	0.3	-9	-2	-2	1	-15	0
COc1ccc(CN2CN(S(=O)(=O)c3cccs3)c3nc4ccccc4nc32)cc1	3	-3	-1.5	-27	-1	-1	-15	-5	-10
N#Cc1cccc(NC(=O)COC(=O)c2ccccc2C(=O)c2ccc(Cl)c([N+](=O)[O-])c2)c1	-5[fluorescence artefact?]	8	0.1	6	1	1	3	15	-8
CCOc1ccc(C(CC(=O)O)NC(=O)COc2ccccc2)cc1 (configuration not stated)	4	-10	-0.6	7	1	0	0	-24	-13
Cc1cc(=O)[nH]c(SCC(=O)NCc2ccco2)n1	-8	5	-0.1	16	-3	1	1	-20	-1
Cc1ccc(-n2nc(C)c(/C=N/NC(=O)c3cccs3)c2Cl)cc1	-5[fluorescence artefact?]	-18	2.8	-11	3	-2	6	2	7
C#CCOCCOCCOCCNc1nc(N2CCN(C(=O)C(Cc3cc4ccccc4[nH]3)n3cc(C(N)C(C)CC)nn3)CC2)nc(N2CCN(C(=O)C(Cc3cc4ccccc4[nH]3)n3cc(C(N)C(C)CC)nn3)CC2)n1 (configuration not stated)	25	-1	0.8	-6	4	2	-17	/	67*
O=C(C1CCCN(Cc2cccnc2)C1)N1CCCCC1 (configuration not stated)	26[fluorescence artefact?]	-15	-0.7	-1	14	2	-1	-12	-9
COc1cc(OC)c(C#N)c(S(=O)Cc2ccccc2)c1 (configuration not stated)	11	2	0.4	3	2	8	6	-17	-2
c1nc2sc3c(c2c2nnnn12)CCC3	10	-12	0.3	21	2	-1	2	-21	-3
COC(=O)c1sc(NC(=O)C(C)c2ccccc2)nc1C (configuration not stated)	-3[fluorescence artefact?]	3	0.9	-1	-3	-1	5	6	-7
Fc1cc(F)c2nc(N3CCCCC3)sc2c1	-19	10	0.2	6	4	2	1	-21	-7
CC1CCCC(C)N1/N=C/C=C/c1ccccc1[N+](=O)[O-] (configuration not stated)	-14	3	11	-15	8	18	26	-15	-4
CCCCc1nc2ccc(S(=O)(=O)O)cc2[nH]1	0	-6	0.1	-6	-1	0	-2	-6	4
CC(C)c1ccc(-c2c(C#N)c(N)nc(SCC(=O)N3CCCCCC3)c2C#N)cc1	-17[fluorescence artefact?]	3	-0.7	-8	4	-1	2	/	-17
Cn1c(/C(C#N)=C/Nc2ccccn2)nc2ccccc21	-1	1	-0.9	-44	-53	-40	2	-2	-10
COc1ccc(CNC(=O)c2cc(-c3ccccc3OC)on2)cc1	-3	2	0.0	1	2	-4	1	-6	-19
CCOc1cc(CNCCO)ccc1OCC(=O)NC(C)(C)C	2	1	1.0	10	1	-1	-33	6	-1
Cc1ccc(N2C(=O)[C@@H]3[C@H](C2=O)[C@H]2C=CC=NN2[C@@H]3C(=O)Nc2ccc(Cl)cc2)cc1	7	-29	0.0	-1	-4	7	-1	-8	-40
COc1ccc2cc(C(c3nnnn3C3CCCC3)N3CCOCC3)c3nnnn3c2c1 (configuration not stated)	0	-18	-0.8	-9	-1	-2	19	-1	-7
CCCCCOc1ccccc1C(=O)NCCCCCC(=O)O	-5	-19	0.9	-5	-2	0	10	-9	-13
O=C1CN(C(=O)COC(=O)CCCOc2ccccc2)c2ccccc2N1	1	-9	0.5	6	-5	-2	26	2	1
COC(=O)c1ccc(NC(=O)c2ccccc2NS(=O)(=O)c2ccccc2)cc1	-4	-21	0.4	-5	5	0	0	-10	-9
N#CC1=C(N)N2C(=C(C#N)C13CCN(Cc1ccccc1)CC3)Nc1ccccc12	3	-10	-0.1	0	19	12	14	-24	-12
CCN(CC(=O)NC1CCS(=O)(=O)C1)C(=O)C(c1ccccc1)c1ccccc1 (configuration not stated)	3	-7	-0.5	-6	-4	1	7	-8	-7
COc1ccc(N2C(=O)C3C(C2=O)C3(c2ccccc2)c2ccccc2)cc1 (configuration not stated)	-8	5	-0.3	-4	1	0	-6	-21	-1
Cc1ccc(-c2cc(-c3ccc(C)o3)nc(N)c2C#N)cc1	9[fluorescence artefact?]	4	-0.5	-6	35	34	14	14	-14
Cc1cc(O)ccc1NC1=CC(=O)CC(C)(C)C1	-9[fluorescence artefact?]	-1	-0.2	-4	2	1	-2	-10	13
COc1ccc(CC(=O)Nc2cccc3ncccc23)cc1OC	-14	0	1.5	-5	12	0	21	1	-5
CC(C)C1Cc2[nH]c(=O)c(C(=O)O)cc2CO1 (configuration not stated)	4	-8	-0.1	-8	-4	-1	75*	0	-7
O=C(Cc1ccccc1F)Nc1nc2ccccc2[nH]1	-14	6	7.0	-3	3	1	-6	-17	-6
Cc1ccccc1CSc1nnc(NC(=O)C2COc3ccccc3O2)s1 (configuration not stated)	-18	-12	-0.3	11	1	2	0	-18	0
COc1cc(C(=O)OCC(=O)Nc2sccc2C(N)=O)cc(OC)c1OC	-8	-6	7.5	-2	-2	0	24	-11	-3
O=S1(=O)N=C2CCCN2C(c2ccc(F)cc2)N1 (configuration not stated)	7	-5	-0.4	7	0	-2	-1	-6	6
COc1ccc2c(c1)Cc1sc(NC(=O)c3cccnc3)nc1-2	-15	-25	1.7	-14	2	8	21	-7	-18
COc1ccc(C(C(=O)NC2CCCC2)N(C(=O)c2snc(-c3ccc(F)cc3)c2N)c2ccc(F)cc2)cc1 (configuration not stated)	1	-29	0.5	-13	1	11	-1	6	0
COc1ccc(OC)c(/C=N\NC(=O)CC(=O)NCCc2ccccc2)c1	12	-5	0.8	-13	-3	3	24	-7	0
CCCc1cc(-c2nc(-c3ccc(C)cc3)cs2)ccn1	8	-10	2.4	2	-5	-10	-3	-1	-23
COc1cccc(N/C(SC)=C(/C#N)C(N)=O)c1	2	-11	0.0	-21	-2	-1	1	-16	-11
Cc1cc(C)n(C(=O)c2sc3cc(F)ccc3c2Cl)n1	-1[fluorescence artefact?]	6	/	3	11	2	3	-6	0
Cc1ncc(CN2CCN(CCC(C)C)C(CCO)C2)s1 (configuration not stated)	-13	-12	1.2	0	-1	0	16	0	-3

# Screens (PubChem BioAssay)
